CFTR F508del cor = F508del CFTR correction, initial screen, CFBE line, single point; CFBE cells, YFP halide quenching; stimulated with forskolin plus potentiator P3; % fluorescence drop versus neutral controls; activity (quench increase), % at 7.58 µM; 0.36% of 350,000 active; AID 720511, 2013;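 active = mean added fluorescence quench of at least 8% versus neutral control, with both replicates also reaching 8%; inconclusive = only one of the mean or replicate conditions met; inactive = mean below 8% and not both replicates reaching 8%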;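 note: cells transiently co-express mutant CFTR-F508del with the halide-sensitive YFP; corrector assay measuring rescue of mutant channel to the surface after 24 h compound exposure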
GSIS activator = GLuc luminescence reporter in INS-1E cells, primary screen for activators of glucose-dependent secretion of insulin; activation, % at 16.6 µM; 0.61% of 370,000 active; INS-1E GLuc reporter insulin secretion, 2-3 h;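 active = lowest replicate activation of at least 40%, so every replicate reaches that level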;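 note: 0% = median of neutral control wells and 100% = median of IBMX positive control wells; some compounds called inactive have numbers as strong as hits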
XiGFP reactiv = activators of inactive X chromosome reactivation, primary screen, imaging, XiGFP fibroblasts, GFP high-content imaging, set 2. AID 743238, 2013. XiGFP mouse fibroblasts, % GFP-positive cells imaging, 3 d; cells co-treated with 5-aza-dC sensitizer; scaled so ellipticine positive control = 100%. activation, % at 7.58 µM. 0.055% of 360,000 active;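 active = mean normalized replicate activation at least 10% and every replicate at or above 10%; inconclusive = only one of the two criteria met; inactive = mean below 10% and not all replicates reach 10%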;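 note: 0% = median of on-plate neutral control wells and 100% = ellipticine 6 µM median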
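material = 68-5-11 XiGFP fibroblast line | medium = DMEM plus 5-aza-dC sensitizer | schedule = 3 days compound exposure | benchmarks = positive control ellipticine, 6 µM final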
EWS-Fli block = EWS/Fli-driven NR0B1 reporter inhibitors, primary screen, A673 cells, NR0B1 luciferase, luminescence, MLPCN library; inhibition, % at 12.6 µM; viability-normalised; 0.67% of 350,000 active; AID 651661, 2012;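 active = mean inhibition of at least 50% after viability correction, with every replicate also passing that limit; inconclusive = mean reaches 50% but only one of two replicates passes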;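 note: firefly luciferase signal divided by Alamar Blue viability fluorescence both relative to DMSO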
DENV2 CPE = inhibitors of DENV2 cytopathic effect, primary screen, cell-based, plate reader, single concentration; DENV2-infected cells, cytopathic effect rescue; CPE inhibition, % at 9.99 µM; 1.7% of 350,000 active; AID 651640, 2012; in the data active = CPE inhibition above about 20%, passing the limit was not always enough; inconclusive = no clear call, values can overlap the other calls; tested in BHK-21 cells;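 note: 0% = median of neutral control wells and 100% = median of positive control wells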
PAX8 reporter = inhibitors of PAX8-driven TPO luciferase reporter, primary screen, RMG-I cells, single concentration | 1.2% of 360,000 active | inhibition, % at 12.6 µM | SteadyGlo, 24 h;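 active = mean replicate inhibition at least 60% with every replicate also reaching 60%; inconclusive = only one of the two criteria is met; inactive = mean below 60% and not all replicates reaching 60%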;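 note: luciferase light reporting Pax8 driven TPO promoter activity; plate controls were median of neutral control wells for no effect and mitoxantrone controls for full effect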
ARNT-TACC3 inh = disruptors of ARNT/TACC3 protein interaction, primary screen, biochemical, AlphaScreen, single concentration; 0.66% of 390,000 active; AID 623870, 2012; Transforming acidic coiled-coil-containing protein 3 (Homo sapiens), Q9Y6A5; inhibition, % at 9.99 µM; AlphaScreen His-ARNT PAS-B/GST-TACC3 binding, luminescence; TACC3 fragment carries E629A point mutation;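 active = mean inhibition of replicates at least 50% and at least half of replicates each reaching 50%; inconclusive = half or more replicates reach 50% but mean below 50%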;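 note: 0% = complete ARNT plus TACC3 wells and 100% = ARNT alone without TACC3; many hits fall short of the cut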
ERp5 inh = inhibitors of ERp5-driven insulin aggregation, primary screen, biochemical, turbidity, absorbance 650 nm, single point; inhibition, % at 9.99 µM; 0.05% of 350,000 active; 90 min; AID 651711, 2012; Protein disulfide-isomerase A6 (Homo sapiens), Q15084;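 active = mean replicate inhibition above about 25%, with every replicate also reaching it, limit read from the data, passing the limit was not always enough; inconclusive = only one of those two criteria met; inactive = neither criterion met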
Target sequence (Q15084 whole entry, looked up): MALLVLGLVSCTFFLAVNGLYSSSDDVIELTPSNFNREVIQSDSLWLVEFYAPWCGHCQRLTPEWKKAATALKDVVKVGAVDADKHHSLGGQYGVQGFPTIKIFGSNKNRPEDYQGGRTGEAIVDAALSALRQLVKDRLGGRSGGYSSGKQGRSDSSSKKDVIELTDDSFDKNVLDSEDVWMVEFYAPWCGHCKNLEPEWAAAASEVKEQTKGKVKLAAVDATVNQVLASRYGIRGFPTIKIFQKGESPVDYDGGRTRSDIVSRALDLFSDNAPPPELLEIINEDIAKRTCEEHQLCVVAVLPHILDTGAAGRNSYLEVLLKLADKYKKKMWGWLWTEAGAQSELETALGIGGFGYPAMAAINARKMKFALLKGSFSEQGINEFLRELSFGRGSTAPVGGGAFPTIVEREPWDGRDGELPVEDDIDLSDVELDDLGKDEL
Numbers without * were called inactive; ? = inconclusive; / = no result given.

SMILES	CFTR F508del cor	GSIS activator	XiGFP reactiv	EWS-Fli block	DENV2 CPE	PAX8 reporter	ARNT-TACC3 inh	ERp5 inh
C[C@H](CO)N1C[C@H](C)[C@H](CN(C)Cc2ccc3c(c2)OCO3)OCCCC[C@H](C)Oc2ccc(NC(=O)CCC(F)(F)F)cc2C1=O	-3.5	-5.5	0.1	10.3	-1.4	-1.5	-3.8	-0.8
COc1ccc(-n2nc(C(=O)NCC(=O)NCc3ccccc3OC)c3ccccc3c2=O)c(OC)c1	-4.1	14.4	-0.1	1.4	3.4	19.7	1.2	5.7
Cc1noc(C)c1NC(=O)Nc1cccc2c1O[C@@H](CN(C)Cc1ccc(Oc3ccccc3)cc1)[C@@H](C)CN([C@@H](C)CO)C2=O	-1.2	-22.9	-1.0	8.0	-4.9	/	-2.3	6.2
Cc1ccc(S(=O)(=O)N2CCC(C(=O)Nc3cc(C(F)(F)F)ccc3N3CCOCC3)CC2)cc1C	-0.3	-12.4	-0.1	5.7	19.3	14.4	-5.8	15.4
CCOC(=O)c1ccc2ncc(C(=O)OCC)c(Nc3ccc(N4CCOCC4)cc3)c2c1	/	13.3	0.0	-5.9	5.0	9.3	8.6	3.8
COc1ccc(NC(=O)Cn2c([N+](=O)[O-])cnc2C)c(OC)c1	1.9	-8.8	0.0	0.1	-5.6	-3.7	/	-1.7
CCC(C(=O)OCC(=O)N(CCOC)c1c(N)n(Cc2ccccc2)c(=O)[nH]c1=O)c1ccccc1 (stereo not drawn)	0.9	1.9	0.1	5.9	-3.1	20.7	-7.1	-9.1
CCN(CC(=O)Nc1ccc(NC(C)=O)cc1)C(=O)c1cc(S(=O)(=O)N2CCCCCC2)ccc1OC	-1.5	-7.2	0.7	3.1	-2.2	0.4	-3.1	-2.8
Cc1cccc(NC(=O)c2cccc(S(=O)(=O)N(C)C3CCCCC3)c2)n1	-0.1	-3.6	0.0	10.6	20.9*	2.8	/	-6.4
COc1ccc(C#Cc2cccc(-c3nc(C(=O)NCc4ccc5c(c4)OCO5)cc4c3[C@@H](CCO)N(S(=O)C(C)(C)C)C4)c2)cc1OC (stereo partly drawn)	1.6	9.3	-0.1	6.1	?	4.8	/	-6.6
COc1ccc(C(=O)OCC(=O)c2c[nH]c3ccccc23)cc1OC	4.3	-0.3	0.2	-22.8	16.1	-27.4	-1.9	-0.8
O=[N+]([O-])c1ccc(-c2cc(-c3ccncc3)nc3ccc4ccccc4c23)cc1	-2.5	40.5	/	-5.0	-4.0	/	-1.5	-3.5
CCc1ccccc1NC(=O)/C(C#N)=C/c1ccc(Sc2ccccc2)o1	/	-5.1	0.1	1.5	-1.9	0.3	10.1	10.1
CCC(=O)N1C[C@H](C)[C@H](OC)CN(C)C(=O)c2ccc(NC(=O)COC)cc2OC[C@@H]1C	0.3	2.5	-0.4	2.1	-8.8	-0.2	2.9	0.7
C[C@@H]1CN([C@@H](C)CO)C(=O)CCCn2nncc2CO[C@@H]1CN(C)C(=O)Nc1ccc(F)cc1	1.7	2.0	0.0	-0.5	4.6	-8.9	-0.9	2.1
CN1CCN(C(=O)C[C@H]2C[C@H]3c4cc(NC(=O)Nc5ccc(F)cc5)ccc4O[C@H]3[C@@H](CO)O2)CC1	-0.7	13.0	0.6	-6.1	?	/	-3.4	2.3
CCC(C(=O)Nc1c(C)cccc1C)n1c(-c2cnc(C)cn2)nc2ccccc21 (stereo not drawn)	-2.4	18.1	-0.1	5.6	2.9	0.9	/	1.3
C[C@H](CO)N1C[C@H](C)[C@H](CN(C)S(=O)(=O)c2cccs2)Oc2c(NS(=O)(=O)c3cn(C)cn3)cccc2C1=O	0.0	27.3	-0.8	-9.2	-3.3	7.7	/	4.8
CCOC(=O)c1c(C)[nH]c(C(=O)C(C)Cl)c1C (stereo not drawn)	2.1	80.4	0.3	11.7	-0.9	-3.6	-3.4	0.0
CC1(NC(=O)Cc2ccc(Cl)c(Cl)c2)CCS(=O)(=O)C1 (stereo not drawn)	-4.3	8.3	-0.1	7.4	3.8	1.3	/	-5.9
O=C(CN1CCN(C(=O)c2ccccc2)CC1)Nc1cc(S(=O)(=O)N2CCCC2)ccc1Cl	1.8	-9.2	0.2	1.8	4.4	20.3	-6.3	3.1
O=Cc1c(Nc2ccccc2Cl)nc2ccccn2c1=O	1.5	6.6	0.0	9.1	1.3	-3.7	0.5	-3.7
OC(c1cc(-c2ccc(Cl)cc2)nc2ccccc12)C1CCCCN1 (stereo not drawn)	-2.9	-24.5	0.4	49.8	0.0	12.3	6.4	2.5
O=C(CC1CCCC1)Nc1cc(S(=O)(=O)N2CCOCC2)ccc1O	0.5	0.9	0.1	-2.0	15.3	-10.4	-5.8	-0.3
N#CCC(=O)N1CCN(C=O)CC1	0.8	5.9	0.0	17.3	0.4	-1.6	2.0	2.9

Reprinted from the part before: two compounds, then new ones.
SMILES	CFTR F508del cor	GSIS activator	XiGFP reactiv	EWS-Fli block	DENV2 CPE	PAX8 reporter	ARNT-TACC3 inh	ERp5 inh
O=C(CC1CCCC1)Nc1cc(S(=O)(=O)N2CCOCC2)ccc1O	0.5	0.9	0.1	-2.0	15.3	-10.4	-5.8	-0.3
N#CCC(=O)N1CCN(C=O)CC1	0.8	5.9	0.0	17.3	0.4	-1.6	2.0	2.9
N#Cc1cnn2c(-c3cccc(C(F)(F)F)c3)ccnc12	3.4	1.8	0.0	1.6	9.1	1.7	-3.1	-1.1
Nc1ncc(Br)cc1S(=O)(=O)NCCC(=O)NCCc1ccc(Cl)cc1	3.7	11.3	0.0	/	6.0	2.4	3.8	-1.1
CCCNC(=O)C[C@H]1CC[C@@H]2[C@H](COc3ccc(NC(=O)c4cc(C)on4)cc3C(=O)N2C)O1	1.4	1.1	0.3	2.3	?	-3.4	-35.1	-5.6
COc1ccc(-c2cnc3c(NC=O)cc(-c4cccc(NS(C)(=O)=O)c4)cn23)cc1OC	1.7	-15.1	-0.1	48.0	7.1	111.6*	/	0.0
O=C(/C=C/c1ccc2ccccc2n1)N1CCN(c2ccccc2)CC1	-2.4	-9.9	0.0	10.3	-3.5	10.0	0.5	-1.4
CC(=O)c1c(C)[nH]c(C(=O)Nc2cc(S(=O)(=O)N3CCCCC3)ccc2C)c1C	0.4	8.7	0.2	10.8	2.7	-10.8	/	-0.4
O=C1CSC(=NC(=O)c2ccccc2)N1	1.4	5.7	/	8.0	4.4	/	2.0	6.2
CCN1C(=O)/C(=C2\SC(N3CCOCC3)=NC2=O)c2ccccc21	-4.0	7.4	0.0	-16.5	1.4	-4.3	-2.6	4.9
O=C(CNC(=O)c1ccc(S(=O)(=O)N2CCCC2)cc1)N/N=C/c1ccco1	-1.2	-3.3	0.0	10.7	1.7	-7.8	1.6	-1.0
Nc1nnc(SCC(=O)Nc2cc(F)ccc2F)s1	-1.0	10.7	-0.1	-3.6	10.5	-18.1	0.3	-1.1
CCOc1cc(/C=C/C(=O)c2ccc(C)cc2)ccc1OCC(=O)N(C)C	-4.4	-3.5	-0.1	12.8	-3.5	-0.4	0.1	12.2
COCc1ccc(C(=O)N2CCc3c([nH]c4ccccc34)C2c2ccccn2)s1 (stereo not drawn)	1.0	-15.2	-0.1	12.5	/	1.2	14.4	4.4
C[C@@H]1CCCCO[C@@H](CN(C)C(=O)Cc2ccccc2)[C@@H](C)CN([C@H](C)CO)C(=O)c2cc(NC(=O)Nc3ccccc3)ccc2O1	1.9	-5.4	0.1	-6.2	-4.3	-7.2	-8.3	-0.7
CCOC(=O)N1CCN(C(=O)C[C@H]2C[C@@]3(C(=O)OC)C(=C[C@H](C(C)(C)C)O[C@@H]3C)N(Cc3ccccc3)C2=O)CC1	2.0	/	0.2	-3.2	9.5	12.2	/	4.5
CCC(=O)Nc1ccc2c(c1)C(=O)N(C)C[C@@H](OC)[C@H](C)CN(Cc1cc(-c3ccccc3)on1)[C@H](C)CO2	0.1	-10.2	-0.1	9.0	7.7	8.1	2.4	-1.4
COc1cc2c(cc1/C=C1/NC(=O)N(CC(=O)Nc3ccccc3)C1=O)OCO2	3.3	-0.9	0.0	5.2	-3.4	21.9	-1.5	3.1
CC(C)N(C(=O)COC(=O)c1ccccc1C(=O)c1ccc(Cl)c([N+](=O)[O-])c1)C(C)C	-2.5	-19.2	-0.2	?	/	35.7	1.7	3.9
COC(=O)c1ccc(NC(=O)c2ccccc2CC[N+](=O)[O-])cc1	-0.9	7.0	0.0	-3.5	/	3.1	-13.8	-1.9
O=C(Nc1nnc(SCC(=O)N2CCCCC2)s1)c1ccccc1F	-1.8	8.9	0.0	-4.0	-3.8	-19.6	3.5	-1.3
Cc1cc(C)nc(NS(=O)(=O)c2ccc(NS(=O)(=O)c3ccc(F)c(F)c3)cc2)n1	-0.9	10.4	0.0	3.0	-12.8	-15.0	/	-4.0
C[C@@H]1CN([C@@H](C)CO)C(=O)Cc2cc(NS(C)(=O)=O)ccc2O[C@H]1CN(C)CC1CC1	1.9	17.7	0.0	0.4	-2.8	5.2	-4.0	-1.4
O=C(C[C@H]1CC[C@H](NC(=O)CCN2CCCCC2)[C@H](CO)O1)Nc1nccs1	-0.2	1.0	0.2	0.6	/	-8.4	/	/
CCCCn1c(N)c(N(CCOC)C(=O)CCc2ccc(OC)cc2)c(=O)[nH]c1=O	/	17.4	0.0	/	/	20.9	23.3	/
CC(C)(C)c1nnc(NC(=O)c2ccc3c(c2)OCO3)s1	0.2	25.2	0.4	-111.3	0.7	-200.2	/	7.1
O=C(Nc1ccc(F)cc1F)Nc1ccccc1C(=O)NCCN1CCNC1=O	0.9	-9.6	0.1	-2.4	3.8	-7.5	/	-3.0
Next section
SMILES	CFTR F508del cor	GSIS activator	XiGFP reactiv	EWS-Fli block	DENV2 CPE	PAX8 reporter	ARNT-TACC3 inh	ERp5 inh
COCCN(Cc1ccco1)C(=O)C1CCCN(c2ncnc3c2nc2n3CCCCC2)C1 (stereo not drawn)	-2.5	0.4	0.0	5.0	-2.1	18.2	14.9	-2.3
CCc1cccc(NC(=O)C2CCN(S(=O)(=O)c3ccc4[nH]c(=O)ccc4c3)CC2)c1	1.0	1.8	0.0	10.9	?	-17.0	-0.4	2.5
COCCNC(=O)CN(c1cc(Cl)ccc1OC)S(C)(=O)=O	0.8	-2.0	/	-2.0	7.0	/	-0.6	4.0
CC(C)CNC(=O)NC(=O)COC(=O)COc1ccc(Cl)cc1Cl	-0.3	11.4	0.6	-2.6	7.3	-21.2	-9.1	-3.7
COCCC(=O)N1CCC(Oc2ccc(C(=O)N3CCCCC3CCO)cc2)CC1 (stereo not drawn)	-4.8	8.3	0.0	-2.0	-7.0	2.9	-21.6	0.1
CCC(=O)Nc1ccc(/C(C)=N/NC(=O)c2c(-c3ccccc3Cl)noc2C)cc1	/	-12.8	0.0	2.7	-10.8	-8.2	-0.8	-5.5
O=C(Nc1ccccc1)c1oc2ccccc2c1NC(=O)C1CC1	-2.5	2.8	-0.1	-21.2	7.0	-1.7	-1.7	4.4
CN(C)CCOC1(Cc2ccc(F)cc2)CCC(C(C)(C)C)CC1 (stereo not drawn)	3.1	1.8	0.1	39.8	-2.6	-20.5	-0.3	-3.6
CN(C(=S)NC(=O)c1ccccc1)C1CCCCC1	-0.9	7.5	0.0	/	?	5.4	-0.6	8.5

Source: PubChem (Broad Institute)
